# Screens (PubChem)
# BAZ2B block: inhibitors of human BAZ2B bromodomain | AlphaScreen BAZ2B-H3K14Ac peptide displacement | Q9UIF8 | 4.4% of 360,000 active | Potency, µM (series often up to 114 µM), for inactives: at the top dose activity change, negative = inhibition, hits mostly inhibitors; also: potency is read from the fitted curve at half-maximal effect; % is scaled to controls: 0 for no effect and ±100 for the full control effect; nearly all actives have a fitted effect of over 60% in size
#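 BAZ2B (50 nM) with biotin-H3(5-23)K14Ac peptide (50 nM) in PBS pH 7.4, 0.01% Tween-20, preformed 30 min, then compound 30 min at room temperature; top concentration 110uM. AlphaScreen streptavidin donor/nickel chelate acceptor beads (10 ug/mL final), 20 min dark, signal read.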
# Tb PGK inh: inhibitors of T. brucei phosphoglycerate kinase; 0.043% of 380,000 active; Potency, µM (top dose mostly 57.5 µM), without a hit: at the top dose activity change, negative = inhibition, most hits filed as inhibitors; P07378; PGK/GAPDH coupled, Kinase-Glo luminescence, 60 min; also: potency is read from the fitted curve at half-maximal effect; % is scaled to controls: 0 for no effect and ±100 for the full control effect; nearly all actives have a fitted effect of over 60% in size
# Target sequence (P07378 whole entry, looked up): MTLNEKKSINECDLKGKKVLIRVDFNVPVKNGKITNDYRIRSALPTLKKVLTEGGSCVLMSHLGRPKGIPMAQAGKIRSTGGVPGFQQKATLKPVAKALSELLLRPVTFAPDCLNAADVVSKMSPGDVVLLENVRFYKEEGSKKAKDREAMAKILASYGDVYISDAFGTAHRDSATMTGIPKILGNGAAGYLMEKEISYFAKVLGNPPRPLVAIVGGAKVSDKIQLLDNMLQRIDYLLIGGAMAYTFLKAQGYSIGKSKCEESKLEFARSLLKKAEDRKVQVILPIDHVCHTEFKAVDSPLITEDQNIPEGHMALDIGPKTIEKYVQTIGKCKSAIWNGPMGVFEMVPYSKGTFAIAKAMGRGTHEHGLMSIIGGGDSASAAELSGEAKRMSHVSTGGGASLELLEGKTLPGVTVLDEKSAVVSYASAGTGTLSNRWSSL
#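 Luminescent ATP detection (Kinase-Glo Plus) follows a 60-minute room-temperature incubation, with wells lacking PGK as controls. Buffer: 100 mM TEA (pH 7.6), 5 mM MgCl2, 0.01% Tween-20. Coupling enzyme GAPDH (100 nM final) supplies unstable 1,3-BPG in-well.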
# HP1b binding inh: HP1-beta chromodomain-methylated histone interaction inhibition. AID 540317. AlphaScreen HP1-beta / biotin-H3K9me3 peptide binding. Potency, µM (titrated, usually from 114 µM), for the others: at the top dose activity change, negative = inhibition, actives largely listed as inhibitors. 0.56% of 390,000 active; also: potency is read from the fitted curve at half-maximal effect; nearly all actives have a fitted effect of over 70% in size; inactives centre near 23
# Target sequence (P83916 whole entry, looked up): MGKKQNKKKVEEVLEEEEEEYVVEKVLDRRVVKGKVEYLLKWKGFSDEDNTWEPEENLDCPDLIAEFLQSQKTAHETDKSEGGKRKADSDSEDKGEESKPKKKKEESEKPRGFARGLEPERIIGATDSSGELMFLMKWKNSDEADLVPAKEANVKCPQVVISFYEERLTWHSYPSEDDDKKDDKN
#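 HP1-beta protein (50 nM final) preincubated 30 min at room temperature with biotinylated H3(1-18)K9me3 peptide (50 nM) in PBS pH 7.4, 0.01% Tween-20, then compound added for 30 min. AlphaScreen streptavidin donor/nickel chelate acceptor beads (10 ug/mL final), 30 min dark, luminescence read.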
# JMJD2A Tudor: blocks the human JMJD2A Tudor domain; O75164; AlphaScreen JMJD2A-Tudor / H3K4me3 peptide binding; Potency, µM (top dose mostly 114 µM), for the others: at the highest dose activity change, negative = inhibition, actives largely listed as inhibitors; 4.4% of 390,000 active; AID 504339; also: potency is read from the fitted curve at half-maximal effect; % is scaled to controls: 0 for no effect and ±100 for the full control effect; nearly all actives have a fitted effect of over 50% in size
# ERG-DNA inh: ERG Ets/DNA interaction inhibition; P11308; fluorescence polarization, His-ERG Ets domain / labelled DNA; Potency, µM (series often up to 76.9 µM), without a hit: top-dose FP activity, negative = inhibition, hits mostly inhibitors; 0.028% of 370,000 active; AID 624246; active = well fitted inhibition curve with a large enough effect in the polarisation, with a control signal flat; inconclusive = small, poorly fitted or top-dose-only effect, or effect the other way, or a change in a side signal; inactive = no such curve, though single readings can be large or run the other way; the % refers to the polarisation;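 also: polarization taken with two DNA probes labelled with fluorescein and Texas red; potency is read from the fitted curve at half-maximal effect; % of control where 0% means no effect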
#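 His-tagged ERG Ets domain (1 uM in the protein solution; 300mM KCl, 50mM Tris-HCl, 1mM EDTA, 1mM DTT, pH 7.5) received compound, then a probe mix of 5 nM fluorescein-DNA and 100nM Texas-615-DNA. Fluorescence polarization was read for both dyes.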
# PI4K2A inh: blocks human PI4K2A kinase activity; 0.13% of 420,000 active; purified PI4K2A, ADP-Glo luminescence, 1 h; active compounds read low; Q9BTU6; activity change, negative = inhibition, % at 76.9 µM; in the data active = activity change below about -50%; inconclusive = mostly about -30% to -49%;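 also: -100% = wells without enzyme as full effect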
# Target sequence (Q9BTU6 whole entry, looked up): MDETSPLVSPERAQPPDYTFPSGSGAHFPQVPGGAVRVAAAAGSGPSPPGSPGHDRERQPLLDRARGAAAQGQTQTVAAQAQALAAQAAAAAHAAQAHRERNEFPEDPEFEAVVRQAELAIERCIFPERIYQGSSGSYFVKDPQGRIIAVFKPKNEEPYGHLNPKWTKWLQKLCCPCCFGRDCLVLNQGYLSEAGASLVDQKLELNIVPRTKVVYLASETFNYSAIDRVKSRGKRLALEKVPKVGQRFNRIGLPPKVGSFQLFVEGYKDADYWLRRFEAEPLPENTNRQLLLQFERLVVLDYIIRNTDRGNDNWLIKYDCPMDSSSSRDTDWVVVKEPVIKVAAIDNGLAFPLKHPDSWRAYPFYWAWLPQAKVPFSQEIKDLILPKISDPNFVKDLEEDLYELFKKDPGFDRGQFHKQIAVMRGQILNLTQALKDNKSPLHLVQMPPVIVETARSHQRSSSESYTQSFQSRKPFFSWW
#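 In this quantitative HTS, ADP production by PI4K2A was quantified luminescently after 1 h at ambient temperature; 100 microM adenosine served as plate-quality control.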
# Pin1 inh: blocks the human prolyl isomerase Pin1; Potency, µM (top dose mostly 115 µM), for inactives: at the highest dose activity, negative = inhibition, most hits filed as inhibitors; 0.009% of 390,000 active; Pin1 FP peptide displacement, HiFluor488, 10 min; active = well fitted inhibition curve with a large enough effect in the polarisation, with a control signal flat, not every such curve was filed as active; inconclusive = small, poorly fitted or top-dose-only effect, or effect the other way, or a change in a side signal; inactive = no such curve, though single readings can be large or run the other way; the % refers to the polarisation; also: potency is read from the fitted curve at half-maximal effect; % is scaled to controls: 0 for no effect and ±100 for the full control effect
# GLS inhibitor: inhibitors of human glutaminase (GLS) | O94925 | GLS enzymatic activity, qHTS titration | Potency, µM (series often up to 45.5 µM), without a hit: at the highest dose activity change, negative = inhibition, hits mostly inhibitors | 0.21% of 410,000 active; also: potency is read from the fitted curve at half-maximal effect; % is scaled to controls: 0 for no effect and ±100 for the full control effect
#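 Glutamate formation by hKGA was monitored fluorometrically using coupled glutamate oxidase, HRP and Amplex Red. Substrate was added as 1 mM L-glutamine solution; incubation was 30 min at RT after an initial read.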
# G9a block: G9a (human) methyltransferase inhibition | Potency, µM (doses to about 102 µM), for the others: at the top dose activity, negative = inhibition, most hits filed as inhibitors | 8.8% of 350,000 active | G9a H3K9 monomethylation, AlphaScreen, 2 h | AID 504332; also: potency is read from the fitted curve at half-maximal effect; % is scaled to controls: 0 for no effect and ±100 for the full control effect; nearly all actives have a fitted effect of over 75% in size
#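 Methyltransferase reactions run at room temperature for 2 h (20 nM enzyme, 500 nM biotin-H3K9 peptide, 20 uM SAM) after a 15 min compound preincubation; product detected by AlphaScreen beads and anti-H3K9me1 antibody.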
# The depositor's hits bear a star; i = inactive; ? = inconclusive; . = no result given; [ ] = remark or other dose. Unless noted, calls follow the shape of the dose curve; as a rule, active = well fitted curve in the direction sought with a large enough effect; inconclusive = small, poorly fitted or top-dose-only effect, or another doubt; inactive = no such curve, though single readings can be large; an effect the other way counts as inactive or inconclusive.
SMILES,BAZ2B block,Tb PGK inh,HP1b binding inh,JMJD2A Tudor,ERG-DNA inh,PI4K2A inh,Pin1 inh,GLS inhibitor,G9a block
CCc1ccc(N2C(=O)/C(=C/c3cccs3)N(CC(=O)OC)C2=S)cc1,-25%,i,-2%,-23%,6%,9,14%,-11%,4%
COC(=O)C(C)Sc1ccc2nnc(-c3ccc(F)cc3)n2n1 (stereo not drawn),-5%,3%,10%,-6%,-7%,5,-3%,8%,13%
CC1CCC(NC(=O)CCCn2sc3ccccc3c2=O)CC1 (stereo not drawn),-16%,-3%,10%,?,1%,8,0%,19%,22µM*
N#Cc1ccc(C(=O)Nc2ccc3c(c2)N(C2CCCC2)C(=O)c2ccccc2S3)cc1,2%,-1%,19%,-29%,-5%,-14,21%,-2%,-23%[59 µM]
Cc1ccc2c(c1)c1ncn(Cc3ccc(F)cc3)c(=O)c1n2C,-2%,-1%,13%,-9%,-4%,-5,-11%,-1%,24%[59 µM]
CC(=O)NN1C(=O)c2ccccc2NC1c1ccco1 (stereo not drawn),-4%,0%,24%,-18%,-11%,2,3%,12%,14%[59 µM]
Cc1c(Cl)cccc1NC(=O)CCN1CCCCC1,-4%,-9%,20%,-1%,2%,-4,-1%,15%,?
O=C(O)CCn1cc(-c2ccc(Cl)cc2)nc1-c1ccncc1,0%,0%,21%,-20%,-14%,-3,-16%,6%,-2%[2.33 µM]
CCC(=O)Nc1cccc(C2=NOC3(C2)C[C@H](C(N)=O)N(C(=O)Cc2ccc([N+](=O)[O-])cc2)C3)c1 (stereo partly drawn),3%,i,13%,-18%,-13%,-5,0%,3%,27%[12.7 µM]
CCCCc1ccc(NC(=O)C2CCN(S(C)(=O)=O)CC2)cc1,3%,-16%,35%,-7%,2%,0,20%,-7%,-1%[12.7 µM]

# An excerpt from above in order of length of the SMILES, smallest number first:
SMILES,BAZ2B block,Tb PGK inh,HP1b binding inh,JMJD2A Tudor,ERG-DNA inh,PI4K2A inh,Pin1 inh,GLS inhibitor,G9a block
Cc1c(Cl)cccc1NC(=O)CCN1CCCCC1,-4%,-9%,20%,-1%,2%,-4,-1%,15%,?
CC(=O)NN1C(=O)c2ccccc2NC1c1ccco1 (stereo not drawn),-4%,0%,24%,-18%,-11%,2,3%,12%,14%[59 µM]
COC(=O)C(C)Sc1ccc2nnc(-c3ccc(F)cc3)n2n1 (stereo not drawn),-5%,3%,10%,-6%,-7%,5,-3%,8%,13%

# Further records
SMILES,BAZ2B block,Tb PGK inh,HP1b binding inh,JMJD2A Tudor,ERG-DNA inh,PI4K2A inh,Pin1 inh,GLS inhibitor,G9a block
CC(C)C(=O)Nc1nnc(COc2ccc(Cl)cc2)s1,-2%,-8%,30%,-18%,2%,-5,0%,4%,19%
Fc1ccc(-c2cc(C(F)(F)F)nc(-n3cc(Cl)cn3)n2)cc1,2%,-1%,49%[activator],-6%,18%,-5,3%,2%,15%[59 µM]
Oc1ccccc1C1CCCCC1c1ccccc1 (stereo not drawn),24%,-6%,72%[activator],6%,-12%,4,1%,-29%,86%[activator]
CN(C(=O)c1ccc2c(c1)OCO2)C1CCS(=O)(=O)C1 (stereo not drawn),13%,i,29%,-13%,4%,0,-22%,-4%,11%
CCC(CC)C(=O)c1c[nH]c(C(=O)NC2CCCCCC2)c1,-19%,-4%,20%,-5%,-2%,7,?,-3%,26%
CC(=O)N1CCc2c(sc3c2c(=O)n(-c2ccccc2)c(=O)n3Cc2ccccc2Cl)C1,?,26%,?,-23%[57.1 µM],4%,1,-3%,15%,?
Cc1nn(CC(=O)N2CCN(c3ccccc3)CC2)c(C)c1[N+](=O)[O-],-5%,10%,18%,-1%,1%,0,4%,8%,?
O=C(CN1CCCc2ccccc21)NC(=O)NCc1ccccc1,2%,-2%,21%,-13%,-6%,-3,-11%,2%,-5%[12.7 µM]
O=c1[nH]n(Cc2ccccc2)c(=O)c2ccccc12,6%,5%,0%,-9%,-2%,-4,-1%,-8%,8%
COc1ccc(N(CC(=O)NCc2cccs2)S(=O)(=O)c2c(C)nn(C)c2C)cc1,16%,4%,36%,-1%,1%,0,-1%,-1%,-18%
CC(=O)CSc1nnc(Cc2ccc3c(c2)OCO3)o1,0%,-7%,36%,-21%[57.1 µM],-4%,-7,0%,2%,21%[59 µM]
COc1ccc(C)cc1NC(=O)CSc1ccc(-c2sc(C)nc2C)nn1,-22%,6%,27%,-6%,0%,0,16%,14%,-30%
COc1ccccc1-n1c(CNC(=O)c2ccco2)n[nH]c1=S,-2%,-3%,42%[activator],?,3%,-2,-4%,7%,25µM*
Cc1cc(C(F)(F)F)nn1CC(=O)N1CCOCC1,13%,.,-3%,-12%,.,1,-3%,3%,-3%
CCc1nc2ccccc2nc1N1CCN(S(=O)(=O)c2c(C)cc(Cl)cc2C)CC1,2%,i,55%[activator],4%,8%,3,-2%,-3%,119%[activator][59 µM]
COc1ccc(OC)c2[nH]c(=O)c(CCNC(=O)c3cc4ccccc4o3)cc12,-20%,-10%,45%[activator],-28%,-15%,-1,-3%,-4%,?
Cc1cc(NCCCn2ccnc2)n2nc(C)c(-c3ccc(Cl)cc3)c2n1,32µM*,-4%,-10%,?,5%,4,0%,7%,?
COc1ccccc1C(=O)N1CCN(Cc2cc(=O)oc3cc(C)ccc23)CC1,-4%,-4%,36%,-8%,0%,-2,2%,5%,-5%[59 µM]
N#Cc1ccc(C(CC(=O)O)N2Cc3ccccc3C2=O)cc1 (stereo not drawn),-17%,-2%,36%,-16%,19%,3,-8%,0%,12%
O=C(O)c1ccc(CNC(=O)c2ccccc2NC(=O)c2ccc([N+](=O)[O-])cc2)cc1,-6%,-7%,30%,-1%[11.4 µM],7%,0,-2%,-2%,-36%
CC1=NC(C)(C)Cc2c(C)cccc21,-11%,i,37%,-6%,21%,-6,4%,-4%,-5%
Cc1nn(-c2ccccc2)c(Cl)c1/C=N/NC(=O)c1ccnn1C,-20%,-11%,44%[activator],24%,-2%,-11,5%,-10%,?
O=S(=O)(c1ccccc1F)N1CCN(CCOc2ccccc2)CC1,11%,i,25%,-17%,14%,0,-1%,2%,-12%[59 µM]
O=C(CCc1nnc2ccc(N3CCC4(CC3)OCCO4)nn12)NCc1ccc(F)cc1,?,-6%,51%[activator],11%,-14%,3,3%,-4%,-38%
Cc1ccccc1C(=O)Nc1c(C(=O)N(CCN(C)C)Cc2ccco2)oc2ccccc12,?,9%,-1%,-34%,-5%,-3,-1%,8%,-14%
COc1ccc([C@H]2CC(=O)C=C(c3ccc(F)cc3OCc3ccccc3)C2)cc1,6%,2%,37%,-15%,5%,-3,-4%,2%,5%[0.501 µM]
NC(=O)c1ccc(NC(=O)COC(=O)C(Cc2ccccc2)NC(=O)c2ccccc2)cc1 (stereo not drawn),-20%,-4%,9%,-10%,-5%,3,6%,8%,-34%
Cc1ccc(CSc2nnc(CNc3ccc(F)cc3)o2)cc1,-36%,0%,?,-32%,1%,4,0%,-9%,45%[59 µM]
Cc1ccccc1NC(=O)NNC(=O)c1ccc2ccccc2c1,-3%,4%,49%[activator],-8%,4%,-2,2%,8%,58%[activator]
O=C(CC1SC(N2CCCCC2)=NC1=O)Nc1ccc(C(=O)Nc2ccccc2)cc1 (stereo not drawn),2%,i,28%,-10%,4%,2,-2%,-2%,4%[2.33 µM]
CCCCCn1c(CNC(=O)COC)nc2ccccc21,-3%,-6%,43%[activator],-8%[57.1 µM],-4%,3,-19%,0%,31%[59 µM]
CN1C(=O)c2ccccc2Sc2ccc(NC(=O)NC3CC3)cc21,-3%,-7%,26%,-6%,3%,-1,2%,-2%,20%[59 µM]
O=C(NC(Cc1ccccc1)C(=O)N1CCN(c2ccccc2O)CC1)c1ccccc1 (stereo not drawn),-22%,-12%,25%,-26%,-1%,-1,7%,-3%,50µM*
Cc1ccccc1C(=O)N/N=C/c1ccsc1C,-30%,-10%,21%,-19%,-8%,-4,3%,1%,-22%
O=C(NCC1CCCCC1)c1cccnc1Cl,1%,-4%,3%,-10%,2%,-3,-2%,-14%,9%
CCn1c(SCC(=O)c2ccc3ccccc3c2)nnc1-c1cccs1,-3%,7%,30%,79µM*,-10%,6,5%,11%,-14%[59 µM]
COc1cc2c(cc1OC)-c1nnc(-c3cccs3)n1C1(CCCC1)C2,2%,-2%,33%,-18%,-16%,1,3%,-8%,27%
CCOc1ccc(C(=O)Nc2c3c(nn2-c2cccc(C)c2C)CS(=O)C3)cc1 (stereo not drawn),5%,-6%,45%[activator],-4%,0%,0,1%,-7%,-1%
CC(=O)C1=C(OC(=O)C(C)C)c2ccccc2S(=O)(=O)N1Cc1ccccc1,?,-6%,26%,-24%,-1%,2,-5%,-1%,-32%[59 µM]
CN(C)C(=O)COC(=O)[C@H](Cc1ccccc1)NC(=O)c1ccco1,-3%,9%,25%,13%,-5%,1,6%,-7%,-2%[59 µM]
O=C(Nc1nc(-c2ccc(-c3ccccc3)cc2)cs1)C1CCCO1 (stereo not drawn),0%,-8%,21%,-17%,11%,-11,9%,1%,2%
c1ccc(CN(Cc2ccco2)C(c2ccncc2)c2nnnn2C2CCCC2)cc1 (stereo not drawn),?,.,-3%,?,.,-8,?,?,20µM*
CCOC(=O)C1(CCOc2ccccc2)CCN(C(=O)c2cncs2)CC1,-1%,8%,23%,-4%,-2%,0,-5%,0%,.
CCCCn1c(N)c(N(CCOC)C(=O)CN(C)S(=O)(=O)c2ccc(Cl)cc2)c(=O)[nH]c1=O,-31%,4%,18%,-1%,2%,-5,-10%,0%,76%
